# Screening results as filed in PubChem.
# XiGFP reactiv: activators of inactive X chromosome reactivation, primary screen, imaging, XiGFP fibroblasts, GFP high-content imaging, set 2 | 360,000 compounds, 0.055% hits | activation, % at 7.58 µM | XiGFP mouse fibroblasts, % GFP-positive cells imaging, 3 d; cells co-treated with 5-aza-dC sensitizer; scaled so ellipticine positive control = 100%;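 active = mean normalized replicate activation at least 10% and every replicate at or above 10%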;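 note: 0% = median of on-plate neutral control wells and 100% = ellipticine 6 µM median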
#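 assay system = SV40-immortalized XiGFP fibroblast cells, line 68-5-11 | buffer or medium = DMEM plus 5-aza-dC sensitizer | doses = single-point pinned compound dosing | times = 3-day compound exposure, then 15 min fixation at room temperature | benchmarks = positive control ellipticine, 6 µM final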
# esBAF inh: Bmi1 luciferase reporter increase in mESCs, primary screen, esBAF inhibitor project, mouse ES cells, Bmi1 luciferase knock-in, single point. reporter increase, % at 12.5 µM. AID 602393, 2012. 24 h; 100% = twice the neutral-well signal. 350,000 compounds, 2% hits; in the data active = activation above about 40%;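 note: 0% = median of the plate's neutral control wells and 100% = double that signal; a rise in the Bmi1 reporter signal indicates esBAF inhibition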
# EWS-Fli inh: EWS/Fli-driven NR0B1 reporter inhibitors, primary screen, A673 cells, NR0B1 luciferase, luminescence, MLPCN library. viability-normalised. inhibition, % at 12.6 µM. 350,000 compounds, 0.67% hits. AID 651661, 2012;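 active = mean inhibition of at least 50% after viability correction, with every replicate also passing that limit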;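 note: firefly luciferase signal divided by Alamar Blue viability fluorescence both relative to DMSO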
# E-selectin induc: E-selectin induction in HUVECs, primary screen, imaging, HUVEC, immunofluorescence imaging, single point; normalized: neutral wells 0, TNF-alpha wells 100; activation, % at 7.58 µM; 260,000 compounds, 0.37% hits; AID 686992, 2013;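 active = mean E-selectin-positive cell signal at least 10% of the positive control, reached in at least 60% of replicates, without over 20% cell loss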;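 note: in these data hits start at about 27%; measured in HUVEC primary endothelial cells; signal is the percent of cells scored E-selectin positive by PE staining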
#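 assay system = HUVEC, human umbilical vein endothelial cells | input = 3,000 HUVEC seeded per well | medium = EGM-2 growth medium on 0.1% gelatin-coated wells | dosing = one compound dose added by pin transfer | signal = immunofluorescence imaging | read-out basis = % PE-positive cells | control set = TNF-alpha, DMSO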
# S100A4 inh HTS: inhibitors of S100A4-myosin IIA peptide binding, primary screen, biochemical, fluorescence polarization, TAMRA-MyoIIA peptide | inhibition, % at 10.7 µM | 360,000 compounds, 0.14% hits | Protein S100-A4 (Homo sapiens), P26447;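 active = mean inhibition of at least 70% across replicates, with every replicate also reaching that level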
# Target sequence (P26447 whole entry, looked up): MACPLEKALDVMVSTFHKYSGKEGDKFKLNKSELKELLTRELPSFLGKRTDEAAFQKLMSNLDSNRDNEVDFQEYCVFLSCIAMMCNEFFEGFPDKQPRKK
#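 assay system = human S100A4 monomer with TAMRA-labelled myosin IIA peptide | also added = labelled myosin peptide probe, 5 nM | incubation = 5 min between mix addition and reading | control set = DMSO and TFP controls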
# RAD54 inh: inhibitors of human RAD54 branch migration, primary screen, biochemical, fluorescence, single point; RAD54 Holliday junction branch migration, FAM/BHQ fluorescence; inhibition, % at 10.4 µM; 360,000 compounds, 0.14% hits;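 active = mean normalized replicate activity at least 40 and at least half of replicates scoring 40 or more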;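 note: 0% = median of neutral control wells and 100% = median of positive control wells; inhibitors cause a drop in the FAM fluorescence signal; in these data hits start at about 50%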
# RAD52 anneal inh: RAD52 DNA annealing inhibitors, primary screen, biochemical, FRET, single point, set 2; DNA repair protein RAD52 homolog (Homo sapiens), P43351; AID 651710, 2012; inhibition, % at 18.7 µM; 360,000 compounds, 0.46% hits; recombinant RAD52 DNA annealing, FRET fluorescence;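 active = every replicate showing at least 50% inhibition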
# Target sequence (P43351 whole entry, looked up): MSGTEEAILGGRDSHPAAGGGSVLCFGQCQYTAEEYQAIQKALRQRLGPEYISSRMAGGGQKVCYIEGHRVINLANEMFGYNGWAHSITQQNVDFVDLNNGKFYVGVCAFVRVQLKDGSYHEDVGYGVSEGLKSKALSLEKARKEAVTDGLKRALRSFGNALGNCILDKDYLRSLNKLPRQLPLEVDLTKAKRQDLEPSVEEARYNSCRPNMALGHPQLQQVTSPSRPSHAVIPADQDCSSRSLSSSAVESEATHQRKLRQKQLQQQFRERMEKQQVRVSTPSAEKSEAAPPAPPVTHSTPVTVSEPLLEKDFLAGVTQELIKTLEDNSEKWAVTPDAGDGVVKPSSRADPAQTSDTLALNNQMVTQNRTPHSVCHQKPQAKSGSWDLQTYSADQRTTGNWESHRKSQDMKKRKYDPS
# FN deposition inh: inhibitors of fibronectin matrix deposition, primary screen, AH1F cells, Alexa488-fibronectin fluorescence, plate reader | AID 743247, 2014 | 350,000 compounds, 0.086% hits | inhibition, % at 12.6 µM | AH1F fibroblasts, overnight;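 active = mean inhibition across replicates of 30% or more, regardless of how many single replicates reach that level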;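 note: positive control wells lacked labelled fibronectin entirely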
#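 material = AH1F fibroblast monolayer depositing Alexa488-labelled fibronectin into matrix | amount = 10000 AH1F cells/well | buffer or medium = DMEM plus 2% serum, read in PBS | incubation = 1 h cell adhesion before compound, then overnight fibronectin incubation | detection = fluorescence at 485 nm excitation, 525 nm emission | evaluation = percent inhibition as loss of matrix-bound fibronectin fluorescence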
# * marks the source's active call; other numbers are inactive results; nt = no result given; & = joins results of further samples.
SMILES,XiGFP reactiv,esBAF inh,EWS-Fli inh,E-selectin induc,S100A4 inh HTS,RAD54 inh,RAD52 anneal inh,FN deposition inh
CNC(=S)NNC(=O)COc1ccccc1C,nt,1,nt,nt,15,-4,-12,-3
COCCOC(=O)N1C(=O)[C@@]2(c3cc(C#CCCO)ccc31)[C@H](C(N)=O)[C@H]1C(=O)O[C@H](c3ccccc3)[C@H](c3ccccc3)N1[C@@H]2c1ccc(OCCO)cc1,nt,nt,1,nt,0,-6,6,nt
O=C1NC(=S)NC1=Cc1ccc(Cl)cc1Cl,-0.1,4,-14,0.4,-3,0,-10,-5
COc1ccc(S(=O)(=O)Nc2ccc3c(c2)C(=O)N([C@H](C)CO)C[C@@H](C)[C@H](CN(C)Cc2ccc(Cl)c(Cl)c2)OCCCC[C@@H](C)O3)cc1,-0.9,7,20,0.5,nt,-5,nt,nt
Cc1cccc(NC(=O)C2CCCN(S(=O)(=O)c3cccs3)C2)c1C (stereo unspecified),0.0,0,6,0.1,0,-6,-16,2
Cc1ccc(C(=O)O/N=C(\N)Cc2cccs2)cc1[N+](=O)[O-],0.2,28,nt,nt,0,-16,-6,-2
C/C(=N\NC(=S)NC(C)C)c1ccccc1,0.2,nt,16,1.0,2,nt,4,6
COc1ccc2[nH]c3c(c2c1)CCN1C(=O)N([C@@H](C)C(=O)NCc2ccco2)C(=O)[C@]31C,nt,12,4,nt,-8,-2,-3,nt
O=C(C[C@@H]1CC[C@@H]2[C@H](COC[C@@H](O)CN2Cc2cc(F)cc(F)c2)O1)NC1CCCC1,0.3,-3,-5,-0.1,6,-6,5,-2
C[C@H](CO)N1C[C@H](C)[C@@H](CN(C)C(=O)C2CC2)OCc2cnnn2CCCC1=O,0.1&0.0,0&-2&0,-6&4&-2,-1.7&0.1,-1&-3&0,-28&0&5,5&1&-7,-5
CCC(C(=O)NCCC1=CCCCC1)c1ccccc1 (stereo unspecified),0.2,nt,-7,nt,-4,-6,-3,1
COc1ccccc1NC(=O)CN(c1ccccc1OC)S(=O)(=O)c1ccccc1,0.1,-7,-1,-0.2,-9,1,-8,-3
CC(Sc1nc(N)cc(=O)[nH]1)C(=O)NNC(=O)c1cccc(Cl)c1 (stereo unspecified),-0.1,14,-3,-2.1,-8,0,3,-5
Cc1ccc(Cc2c(-c3ccco3)nc3c4ccccc4ccn23)cc1,0.1,12,-30,nt,-9,-10,-141,-9
COc1cc(C(=O)N2C(=O)CCC2=O)cc(OC)c1OC,0.0,-3,8,-0.5,2,-5,-13,3
Cn1c(CCC(=O)Nc2ccccc2F)nnc1SCC(=O)Nc1ccccc1Cl,0.9,-5,6,2.6,3,-2,-2,-8
C[C@H]1CN([C@@H](C)CO)C(=O)CCCn2cc(nn2)CO[C@H]1CN(C)CC1CCCC1,-0.1,4,-4,-0.1,2,7,3,-6
Cc1csc(NC(=O)Cn2nc(C)c([N+](=O)[O-])c2C)n1,-0.4,nt,6,8.5,-2,nt,-14,-2
O=S(=O)(/N=C(\c1ccccc1)N1CCOCC1)c1ccc(Cl)cc1,0.2,nt,-9,nt,15,nt,0,2
C[C@H](CO)N1C[C@H](C)[C@@H](CN(C)S(=O)(=O)c2ccccc2)Oc2ncc(C#Cc3ccccc3F)cc2C1=O,0.4,3,20,0.0,-3,4,-3,nt
CS(=O)(=O)N1CCCCN2[C@H](CO)[C@@H](c3ccc(C4=CCCC4)cc3)[C@H]2C1,0.3,nt,-15,0.0,nt,-2,nt,nt
CCCc1c(C(=O)N/N=C/c2ccco2)nnn1-c1nonc1N,0.1,-8,nt,nt,8,-9,-15,-1
COc1cccc(NC(=O)c2ccc(S(=O)(=O)N3CCCC3)cc2)c1,0.0,0,-10,nt,-27,-9,-14,9
CC(=O)c1ccc(NC(=O)CSc2ccc3nnc(-c4ccccn4)n3n2)cc1,0.0,nt,nt,-1.4,3,-1,42,nt
O=C(COc1ccc(Cl)cc1)NCCC1=CCCCC1,nt,-7,-3,nt,-1,-2,6,nt
CCCNC(=O)N(C)C[C@@H]1Oc2ncc(C3=CCCC3)cc2C(=O)N([C@@H](C)CO)C[C@@H]1C,0.9,-4,-10,-0.3,5,1,-11,nt
Oc1ccc(-c2csc(NCc3ccco3)n2)cc1,nt,49*,nt,2.3,nt,8,nt,9
CC(O)[C@H]1CNC(=O)C(=O)N1CCCCC1CCCCC1 (stereo partly specified),0.2,4,-4,-0.1,-7,1,3,3
C[C@@H]1CN([C@@H](C)CO)C(=O)c2cc(NC(=O)Nc3ccc(C(F)(F)F)cc3)ccc2O[C@@H]1CN(C)C(=O)Nc1ccc(C(F)(F)F)cc1,0.3,2,5,0.5,8,3,10,nt
CC(C)c1nc2sc3ccccc3c(=O)c2c(=O)n1Cc1ccccc1,0.2,-5,11,-0.2,2,nt,-17,1
Cc1ccc(C(=O)N/N=C2\CCSC2)cc1[N+](=O)[O-],0.0,nt,-4,-1.5,-2,-3,-19,-4
O=C(C[C@H]1CC[C@@H]2[C@H](COC[C@H](O)CN2Cc2nccs2)O1)NCc1ccc(-c2ccccc2)cc1,0.0,6,11,0.1,-3,0,-17,-4
O=C(Nc1ccc(SC(F)F)cc1)C1=COCCO1,nt,-7,-40,nt,3,-5,-1,nt
CCCCN(C(=O)C1CCC1)c1c(N)n(Cc2ccccc2)c(=O)[nH]c1=O,0.0,1,2,0.5,-10,1,-22,2
C=CCN(c1ccccc1OC)S(=O)(=O)c1cccc(C(=O)OCC(=O)N2CCOCC2)c1,0.0,-1,1,-0.3,1,-4,-10,1
CC(Cc1cccs1)N(Cc1ccc(Cl)cc1)C(=O)c1ccncc1 (stereo unspecified),0.0,12,-4,1.3,-2,-6,-12,7
O=C(COC(=O)CSc1cc(Cl)ccc1Cl)Nc1ncc(C(F)(F)F)cc1Cl,0.0,nt,-4,nt,27,-12,-43,-2
Cc1cnc(NC(=O)c2ccc3ncsc3c2)s1,0.0,nt,-36,0.3,2,nt,-20,7
CN(C)c1ccc(-c2ccnc3c2CC(C)(C(=O)Nc2cccc(N(C)C)c2)O3)cc1 (stereo unspecified),0.2,-12,-3,-0.5,-4,3,-7,11
COc1ccc(NC(=O)CCCn2cnc3ccccc3c2=O)cc1,0.0,4,-9,0.6,-4,-6,-8,-1
Cc1cc(=O)cc(C)n1-c1ccc(Br)cc1,0.6,nt,-2,nt,1,nt,-18,-6
COC(=O)c1ccc(COc2ccccc2/C=N/NC(=O)c2cccnc2)cc1,0.1,16,1,-0.6,-7,-2,-5,2
COc1cccc2c(Nc3ccccc3C)cc(C)nc12,-0.1,4,17,0.2,-5,20,-4,7
O=C(Nc1ccc(-c2nnc3n2CCCCC3)cc1)c1ccco1,0.0,nt,-15,nt,1,-4,-6,-12
COc1ccc(NC(=S)N(CCCN2CCCCCC2)Cc2cccs2)cc1,-0.1,-6,-7,1.6,7,5,-13,-5
O=[N+]([O-])c1ccccc1N=Nc1ccc(O)cc1O,0.1,35,-39,1.0,4,8,-13,8
Cc1ccc2scc(CN3CCCC3)c2c1,-0.1,nt,4,nt,0,-5,6,4
Cn1c(SCc2nc3cc(C(=O)O)ccc3c(=O)[nH]2)nnc1C(F)(F)F,0.2,nt,0,-1.1,-3,nt,-10,nt
c1cc2c(cc1-c1csc(NNC3=NCCCCC3)n1)OCCO2,-0.1,nt,-83,2.7,7,nt,-6,-7
COCc1cc(C)nc(SCC(=O)Nc2ccc3[nH]c(=O)[nH]c3c2)c1C#N,0.2,-7,0,1.8,3,1,-9,5

# Remaining list, next part.
SMILES,XiGFP reactiv,esBAF inh,EWS-Fli inh,E-selectin induc,S100A4 inh HTS,RAD54 inh,RAD52 anneal inh,FN deposition inh
C[C@H](CO)N1C[C@H](C)[C@@H](CN(C)Cc2ccc3c(c2)OCO3)OCCCC[C@H](C)Oc2ccc(NC(=O)CCCN(C)C)cc2C1=O,0.0,3,-3,0.2,17,5,6,nt
Cn1cnc(S(=O)(=O)N2CCCCN3[C@H](CO)[C@@H](c4ccc(-c5cccc(F)c5)cc4)[C@H]3C2)c1,0.0,-4,-6,0.0,-11,-9,-18,nt
COc1ccc(C(=O)OCC(=O)NC23CC4CC(CC(C4)C2)C3)c(OC)c1OC,-0.1,1,-1,nt,-3,6,-3,-1
CCN1C(=O)[C@H]2[C@@H](c3ccc(C)cc3)N[C@]3(CCCN(Cc4ccccc4)C3=O)[C@H]2C1=O,0.0,3,-4,nt,-4,-6,10,5
COc1cccc(NC(=O)CN2C(=O)NC3(CCc4ccccc43)C2=O)c1 (stereo unspecified),0.1,-7,2,nt,-11,-10,-16,3
Clc1ccc2nc3c4ccccc4cnn3c2c1,0.1,nt,-32,-0.1,2,nt,-13,0
Cc1ccc(S(=O)(=O)NCC(=O)N/N=C/c2ccc(Cl)cc2)cc1,0.0,-7,-11,4.3,nt,4,nt,-1
O=C(Nc1ccnn1C1CCN(CC2CC=CCC2)CC1)c1ccccc1Cl (stereo unspecified),0.1,-6,-6,nt,8,3,-5,0
COc1cc(OC)cc(C(=O)NNC(=O)CCNS(=O)(=O)c2ccc(Br)cc2)c1,-0.1,-8,3,0.3,-4,-7,-7,-12
CN1CCN(S(=O)(=O)c2ccc(Oc3cccc(C(F)(F)F)c3)nc2)CC1,0.0,-6,-6,nt,-12,2,-16,-1
O=C(NNC(=O)c1ccccc1C(=O)O)c1ccc(S(=O)(=O)N2CCCCC2)cc1,0.0,-5,2,2.1,-9,-4,-11,1
CN1[C@@H]2Cn3c(ccc(-c4ccccc4)c3=O)[C@H]1[C@@H](C(=O)N1CCC(Cc3ccccc3)CC1)[C@@H]2CO,0.1,-1,8,-0.4,-1,10,13,nt
CC(C)C[C@H]1COc2cc(N3CC[C@H](O)C3)ccc2S(=O)(=O)N1,0.0,nt,-5,3.1,1,nt,-5,7
Cc1ccc(/C=C/C(=O)O)cc1S(=O)(=O)Nc1ccc2c(c1)OCO2,0.0,1,8,nt,-2,-4,-4,5
Cc1noc(C)c1S(=O)(=O)Nc1ccc2c(c1)CC(=O)N([C@H](C)CO)C[C@@H](C)[C@H](CN(C)CC1CC1)O2,0.1,0,-1,-0.4,41,14,10,nt

# Grouped by structure, those above containing a CF3 group (four)
SMILES,XiGFP reactiv,esBAF inh,EWS-Fli inh,E-selectin induc,S100A4 inh HTS,RAD54 inh,RAD52 anneal inh,FN deposition inh
C[C@@H]1CN([C@@H](C)CO)C(=O)c2cc(NC(=O)Nc3ccc(C(F)(F)F)cc3)ccc2O[C@@H]1CN(C)C(=O)Nc1ccc(C(F)(F)F)cc1,0.3,2,5,0.5,8,3,10,nt
O=C(COC(=O)CSc1cc(Cl)ccc1Cl)Nc1ncc(C(F)(F)F)cc1Cl,0.0,nt,-4,nt,27,-12,-43,-2
Cn1c(SCc2nc3cc(C(=O)O)ccc3c(=O)[nH]2)nnc1C(F)(F)F,0.2,nt,0,-1.1,-3,nt,-10,nt
CN1CCN(S(=O)(=O)c2ccc(Oc3cccc(C(F)(F)F)c3)nc2)CC1,0.0,-6,-6,nt,-12,2,-16,-1
